Pf growth 48h: P. falciparum growth inhibition at 48 hours (one generation) | P. falciparum luciferase growth in erythrocytes, 48 h | Potency, µM (doses to about 28.7 µM), for inactives: at the top dose activity change, negative = inhibition, usual class: inhibitors | 310,000 compounds, 5.9% hits; also: potency is read from the fitted curve at half-maximal effect; % is scaled to controls: 0 for no effect and ±100 for the full control effect
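A one-generation exposure of luciferase-tagged malaria parasites in RPMI 1640/Albumax erythrocyte culture, 37 C and 5% CO2. Inhibition is inferred from decreased luminescence after adding detection reagent.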
Shiga toxin inh: blocks Shiga toxin action in Vero cells; Vero cells, Shiga toxin protein synthesis inhibition reporter; 290,000 compounds, 9.2% hits; inhibition, % at 38.7 µM; in the data active = inhibition mostly above about 28%, no sharp cut-off; inactive = mostly below about 43%; also: 0% is about no effect
LmPK inh: blocks Leishmania mexicana pyruvate kinase activity. AID 1721. 290,000 compounds, 0.37% hits. Potency, µM (titrated, usually from 57.5 µM), for the others: top-dose activity change, negative = inhibition, hits mostly inhibitors. Q27686. purified LmPK, Kinase-Glo ATP luminescence, 1 h; also: potency is read from the fitted curve at half-maximal effect; % is scaled to controls: 0 for no effect and ±100 for the full control effect
Target sequence (Q27686 whole entry, looked up): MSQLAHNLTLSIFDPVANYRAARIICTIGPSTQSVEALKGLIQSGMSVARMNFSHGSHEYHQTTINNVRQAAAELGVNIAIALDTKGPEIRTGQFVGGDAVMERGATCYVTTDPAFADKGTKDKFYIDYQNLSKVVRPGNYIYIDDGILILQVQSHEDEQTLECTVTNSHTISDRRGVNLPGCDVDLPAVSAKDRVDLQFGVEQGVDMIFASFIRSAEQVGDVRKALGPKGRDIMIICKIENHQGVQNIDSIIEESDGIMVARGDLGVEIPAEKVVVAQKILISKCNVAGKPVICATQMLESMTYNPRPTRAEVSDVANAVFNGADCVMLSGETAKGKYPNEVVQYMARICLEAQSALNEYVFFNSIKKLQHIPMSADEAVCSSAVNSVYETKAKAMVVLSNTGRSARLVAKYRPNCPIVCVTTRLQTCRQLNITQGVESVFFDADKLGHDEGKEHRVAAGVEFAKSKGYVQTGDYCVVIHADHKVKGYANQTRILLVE
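Pyruvate kinase activity monitored as ATP production (luciferase luminescence). Conditions: 0.1 nM enzyme, 0.5 mM PEP, 0.1 mM ADP, 1 h, RT; normalized against uninhibited and no-enzyme wells.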
Pf growth 96h: P. falciparum growth inhibition at 96 hours | P. falciparum luciferase reporter growth, 96 h | Potency, µM (highest dose often 28.7 µM), inactives show top-dose activity change, negative = inhibition, actives largely listed as inhibitors | 320,000 compounds, 6.9% hits | AID 504834; also: potency is read from the fitted curve at half-maximal effect; % is scaled to controls: 0 for no effect and ±100 for the full control effect
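Erythrocytes infected with luciferase-expressing P. falciparum were dispensed at 2% hematocrit and 0.05% parasitemia (final), then incubated with compounds 96 hours at 37 C in 5% CO2. Luminescence after detection reagent addition reported growth.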
TbPYK inhibitor: inhibitors of Trypanosoma brucei pyruvate kinase; Q57TT1; TbPYK enzyme, Kinase-Glo Plus ATP luminescence, 45 min; Potency, µM (series often up to 76.8 µM), without a hit: at the top dose activity, negative = inhibition, usual class: inhibitors; 410,000 compounds, 0.12% hits; AID 624173; also: potency is read from the fitted curve at half-maximal effect; % is scaled to controls: 0 for no effect and ±100 for the full control effect; nearly all actives have a fitted effect of over 50% in size
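Enzyme and substrate buffer are dispensed first and compound is pin-transferred. ADP at 130 uM final then starts the reaction, which runs 45 min at room temperature. Detection reagent is added for 10 min before luminescence is imaged.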
CHX counter: counter-screen for Shiga toxin inhibitors: cycloheximide protein synthesis inhibition. 300,000 compounds, 12% hits. AID 2314. max response, %. cell reporter, cycloheximide protein synthesis inhibition counterscreen; in the data active = max response mostly above about 13%, no sharp cut-off; inactive = mostly below about 14%; also: read at 38.3 µM for the half of the compounds with a filed dose; 0% is about no effect
AMA1-RON2 inh: AMA1-RON2 (P. falciparum) interaction inhibition. AlphaScreen AMA1-biotinylated RON2 peptide binding. Potency, µM (highest dose often 58.2 µM), inactives show at the highest dose activity change, negative = inhibition, hits mostly inhibitors. 360,000 compounds, 0.2% hits. AID 720542;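 also: potency is read from the fitted curve at half-maximal effect; 0% = vehicle wells and -100% = peptide control; nearly all actives have a fitted effect of over 45% in size; some results filed as inactive show a strong effect at the top dose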
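AMA1 (3D7) with his tag at 25 nM final met compounds first, then biotinylated RON2 peptide at 25 nM; detection used donor plus acceptor beads, 10 µg/mL apiece, read by AlphaScreen after 30 min at room temperature.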
Active calls of the source: *; u = inconclusive; x = no result given; & = joins results of further samples; ! = a repeat was not active; [ ] = dose if it differs, or a comment. Unless noted, calls follow the shape of the dose curve; as a rule, active = well fitted curve in the direction sought with a large enough effect; inconclusive = small, poorly fitted or top-dose-only effect, or another doubt; inactive = no such curve, though single readings can be large; an effect the other way counts as inactive or inconclusive.

SMILES	Pf growth 48h	Shiga toxin inh	LmPK inh	Pf growth 96h	TbPYK inhibitor	CHX counter	AMA1-RON2 inh
Fc1c(F)c(F)c(N=Cc2ccc3ncccc3c2)c(F)c1F	1.2%	12.3	1.7%	23.6%	-10.9%	1.3	-2.6%
CC12CCC(=O)N1C(C(=O)N1CCN(S(=O)(=O)c3cccc(C(F)(F)F)c3)CC1)CS2 (centres undefined)	0.0%	x	x	4.6%	3.6%	x	0.0%
N#CC1=C(S)N(c2ccc(F)cc2)C(c2cccs2)NC1=O (centres undefined)	x	-5.6	-0.5%	5.7%	-5.8%	1.0	-0.2%
O=C(NC1CCCC1)C(c1ccncc1)N(C(=O)Cn1nnc(-c2ccccc2F)n1)c1cccc(F)c1 (centres undefined)	28.9%	-6.4	4.8%	13.6%	-0.6%	-3.0	0.0%
CC(=O)c1ccc(Nc2c3c(c(C#N)c4nc5ccccc5n24)CCC3)cc1	3.29µM*	-4.4	2.0%	216.1%[activator]	x	-2.9	x
CCC(C)Nc1nc(-c2ccc3c(c2)NC(=O)CO3)cs1 (centres undefined)	93.6%[activator]	50.4*	1.6%	-1.9%	4.7%	28.2	-0.7%
CC(C)N(Cc1ccccc1)CC(O)COc1ccc(S(=O)(=O)N2CCOCC2)cc1Cl (centres undefined)	u	-5.9	-2.0%	u	7.2%	-1.6	0.0%
CC(C)NC(=O)COc1ccccc1C#N	5.2%	-5.9	6.1%	u	2.2%	-2.6	-4.0%
CC(=O)N/C(=C\c1ccccc1)C(=O)OCC(=O)c1c(N)n(CC(C)C)c(=O)n(C)c1=O	u	x	x	-13.1%	-3.3%	x	-5.1%
O=C(Cc1ccccc1)NCC(=O)OCC(=O)c1ccccc1Cl	0.2%	-6.8	0.0%	16.2%	-1.3%	-0.7	-3.1%
CCOP(=O)(OCC)C(Nc1cccc([N+](=O)[O-])c1)c1ccc(N(C)C)cc1 (centres undefined)	u	25.6	2.5%	u	-3.5%	-3.8	-14.4%
O=C(O)c1ccc(-n2nnnc2Oc2cccc3cccnc23)cc1	9.8%	-22.2	-14.1%	x	-20.1%	1.5	9.0%

Copied from above, two compounds:
SMILES	Pf growth 48h	Shiga toxin inh	LmPK inh	Pf growth 96h	TbPYK inhibitor	CHX counter	AMA1-RON2 inh
CCOP(=O)(OCC)C(Nc1cccc([N+](=O)[O-])c1)c1ccc(N(C)C)cc1 (centres undefined)	u	25.6	2.5%	u	-3.5%	-3.8	-14.4%
O=C(O)c1ccc(-n2nnnc2Oc2cccc3cccnc23)cc1	9.8%	-22.2	-14.1%	x	-20.1%	1.5	9.0%

Going on with the list.
SMILES	Pf growth 48h	Shiga toxin inh	LmPK inh	Pf growth 96h	TbPYK inhibitor	CHX counter	AMA1-RON2 inh
COC(=O)C1=C(C)N(c2ccc(Cl)cc2)/C(=C/c2ccc(O)cc2)C1=O	-20.1%	-1.8	-1.0%	11.0%	1.4%	-0.9	25.7%
COc1ccccc1CNC(=O)c1c(-c2ccccc2Cl)noc1C	10.4µM*	-6.4	0.1%	57.2%[activator]	-1.3%	1.7	-3.7%
CCCc1c(OCCCCc2nn[nH]n2)ccc(C(C)=O)c1O	u	-11.0&-21.7	2.7%&5.9%	10.7µM*!	-7.6%&5.2%	-3.3&-6.4	22.8%
Cc1nc(N)sc1C(=O)N/N=C/c1cccnc1	-2.1%	3.7	-12.0%	180.8%[activator]	-2.7%	13.2	10.5%
O=C(c1ccc(Cl)cc1)N1CCC(c2nc(-c3cccs3)no2)CC1	6.6%	1.5	7.5%	22.0%	4.1%	-1.7	-2.1%
Nc1ccc(C(=O)N/N=C\c2cc(N=Nc3cccc4ccccc34)ccc2O)cc1	2.94µM*	30.2	-2.6%	3.1%	0.0%	17.9*	31.6%[activator]
CN1CCN(C2=CC3=CC(=C(C#N)C#N)CCC3CC2)CC1 (centres undefined)	-0.4%	-9.6	-3.2%	7.2%	2.3%	5.8	u
O=C(O)CCSc1nnc(COc2ccc(Cl)cc2)n1-c1ccccc1	0.0%	2.7	1.1%	u	-6.3%	-1.2	0.0%
O=C(CSc1nnc(-c2ccccc2Cl)o1)N1CCCCC1	19.8%	83.2*	-4.3%	1.3%	-0.8%	37.4*	15.3%
CCN(c1ccc(OC)cc1)S(=O)(=O)N1CCCC(C(=O)NCc2ccccc2Br)C1 (centres undefined)	-6.1%	-0.9	-1.9%	u	1.2%	-7.6	-10.0%
Cc1ccc(S(=O)(=O)N2CCN(C(=O)c3cc4c(s3)CCCC4)CC2)cc1	u	x	x	u	-1.2%	x	1.9%
CC1CCCCN1Cc1ccc(N(C)C)cc1 (centres undefined)	7.2%	-18.3	-0.7%	10.6%	-0.4%	-5.2	-6.2%

Full records, quoted from the list. Order of screens: Pf growth 48h | Shiga toxin inh | LmPK inh | Pf growth 96h | TbPYK inhibitor | CHX counter | AMA1-RON2 inh
O=C(O)c1ccc(-n2nnnc2Oc2cccc3cccnc23)cc1 in the list: 9.8% | -22.2 | -14.1% | x | -20.1% | 1.5 | 9.0%
N#CC1=C(S)N(c2ccc(F)cc2)C(c2cccs2)NC1=O (centres undefined) in the list: x | -5.6 | -0.5% | 5.7% | -5.8% | 1.0 | -0.2%
CC(C)NC(=O)COc1ccccc1C#N in the list: 5.2% | -5.9 | 6.1% | u | 2.2% | -2.6 | -4.0%
CN1CCN(C2=CC3=CC(=C(C#N)C#N)CCC3CC2)CC1 (centres undefined) in the list: -0.4% | -9.6 | -3.2% | 7.2% | 2.3% | 5.8 | u
COC(=O)C1=C(C)N(c2ccc(Cl)cc2)/C(=C/c2ccc(O)cc2)C1=O in the list: -20.1% | -1.8 | -1.0% | 11.0% | 1.4% | -0.9 | 25.7%

(continued)
SMILES	Pf growth 48h	Shiga toxin inh	LmPK inh	Pf growth 96h	TbPYK inhibitor	CHX counter	AMA1-RON2 inh
Cc1ccccc1NC(=O)Cc1nc(COC(=O)c2cccc(C)c2O)cs1	3.5%	19.5	-0.5%	-2.1%	-7.5%	-1.2	3.7%
COc1ccc(CCN(Cc2nc3ccccc3c(=O)[nH]2)C(=O)c2ccco2)cc1OC	u	-13.2	-2.3%	124.7%[activator]	-2.2%	4.3	4.0%
Cc1cccc(OCCCC(=O)Nc2ccccc2C(F)(F)F)c1	-5.3%	-8.6	-0.4%	u	2.9%	0.4	2.3%
CN(CC(=O)Nc1ccccc1Cl)C(=O)c1cccc(-n2cccc2)c1	-0.4%	x	x	u	-3.1%	x	-21.4%
COc1ccc(OCC(O)CN2C(=O)c3ccccc3C2=O)cc1 (centres undefined)	x	16.5	0.4%	17.4%	5.3%	14.7	3.5%
COc1cccc(COC(=O)C2CCN(C(=O)c3ccccc3C)CC2)c1OC	8.2%	-4.9	-3.9%	10.8%	0.5%	-2.8	0.0%
CCCN1CCN(C(=O)c2oc3ccccc3c2NC(=O)C2CC2)CC1	-8.6%	-9.4	-9.0%	u	4.7%	-1.6	5.7%
Cc1cc(C)c(C#N)c(SCc2[nH]nc3c2C(c2ccccc2)C(C#N)=C(N)O3)n1 (centres undefined)	-10.6%	28.7	4.3%	-0.3%	8.7%	-1.9	7.0%
O=C(Cc1cccs1)NCc1ccc(Cl)cc1Cl	-98.1%	104.5*	0.4%	u	1.3%	41.8*	-5.6%
COc1cccc(-n2c(=O)c3c(C)c(C(=O)N(C)C)sc3n(CC(=O)NCCc3ccc(OC)c(OC)c3)c2=O)c1	0.9%	7.7	5.0%	-5.5%	27.7%&-3.6%	8.9	4.5%
COc1ccc(OC)c(NC(=O)CSc2nnc(CNC(=O)c3ccccc3F)o2)c1	38.7%[activator]	-7.7	-8.5%	u	-0.3%	-0.9	13.8%
Cc1cc(NC(=O)c2cccc([N+](=O)[O-])c2)n(-c2ccccc2)n1	22.7%	-5.6	1.7%	-3.9%	27.4%	-2.8	20.6%
COCCNC(=O)CN1C(=O)COc2ccc(S(=O)(=O)N3CC(C)CC(C)C3)cc21 (centres undefined)	-4.3%	-5.6	-1.5%	-0.1%	0.9%	0.6	10.4%
CC(Sc1nncs1)C(=O)NCc1ccc2c(c1)OCO2 (centres undefined)	6.7%	-7.6	-0.4%	13.1µM*	-14.7%	12.0	4.7%
CSCC[C@H](NC(=O)Nc1ccc(OC(F)(F)F)cc1)C(=O)O	93.4%[activator]	-9.8	1.7%	0.1%	0.7%	-1.8	-6.2%
Cc1ccccc1NC(=O)C(NC1CCCCC1)C(C)C (centres undefined)	8.7%	-4.4	0.8%	u	0.0%	1.3	-16.1%
CCOc1ccccc1N1CCN(C(=O)c2cc(C)oc2C)CC1	u	-4.4	1.9%	x	-7.4%	-1.6	-6.8%
O=S(=O)(c1ccccc1)N1CCC2(CC1)OCCO2	1.9%	-3.3	0.1%	16.4%[5.75 µM]	-24.9%	1.2	-2.3%
N=C1C(c2nc3ccccc3[nH]2)=C(O)CN1NC(=O)c1c[nH]c2ccccc12	-8.1%	-8.4	-1.6%	13.8%	10.2%	6.8	102.8%[activator]
CCCCC(C)n1[nH]c(=O)cc1N (centres undefined)	15.2%	-15.2	-1.0%	x	9.7%	-3.5	0.1%
Cc1cccc(NC(=O)c2ccccc2SCc2ccc(F)cc2)n1	u	x	x	-12.0%	-3.4%	x	7.1%
O=C(NCc1n[nH]c(=S)n1-c1ccc(Cl)c(Cl)c1)c1ccc(S(=O)(=O)N2CCOCC2)cc1	u	0.8	-8.2%	9.7%	u	7.7	74.1%[activator]
Cc1nn(C)cc1CNC(=O)c1cccc(Cl)c1	11.2%	-3.4	1.2%	x	-0.7%	-1.2	-7.4%
COc1ccc(NC(=S)N(CCCN2CCCC2)Cc2ccco2)cc1	1.9%	-46.9	-5.4%	-6.7%	-1.8%	0.8	-1.6%
Cc1ccccc1OC1=NS(=O)(=O)c2ccccc21	6.4%	9.9	-0.1%	20.1%	0.3%	-1.9	-4.5%
Cc1ccc(Sc2nc3c(c(=O)[nH]c(=O)n3C)n2CCc2ccccc2)cc1	0.5%	4.9	1.1%	-3.1%	1.0%	-2.5	-4.5%
CN(CC(=O)Nc1ccccc1N1CCOCC1)S(=O)(=O)c1ccc(Cl)cc1	u	27.5	6.1%	x	-1.0%	-2.5	-10.0%
CCC(C(=O)N1CCN(Cc2ccc3c(c2)OCO3)CC1)n1c(=O)[nH]c2ccccc2c1=O (centres undefined)	u	11.7	0.9%	u	2.7%	3.3	0.0%
CCOC(=O)c1c(C)c(C(=O)NCc2cccs2)c(C)n1CC	u	6.4	2.9%	u	-2.6%	0.9	-5.4%
COC(=O)c1ccc(COC(=O)c2cccnc2Cl)cc1	47.5%[activator]	96.9	-7.9%	71.5%[activator]	0.0%	37.2*	5.9%
O=C(Nc1cccc(OC(=O)c2ccc(Br)o2)c1)c1ccccc1	32.9%[activator]	24.3	-1.9%	48.9%[activator]	3.2%	21.0	-1.6%
Cc1ccccc1Nc1ncc(C#N)c(N)n1	14.2%	33.1*	-6.1%	u	6.5%	15.7	2.0%
